High-throughput results as filed in PubChem BioAssay.
cln2 rad14 – NCI yeast anticancer drug screen, S. cerevisiae cln2 rad14 strain; growth inhibition, % at 50 µM; 78,000 compounds, 8.3% hits;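 note: 0% = growth of vehicle-only cultures of the same strain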
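Growth inhibition, relative to vehicle-treated controls, is the read-out. The test organism is a yeast strain with defined genetic alterations, cln2 rad14.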
mec2-1 – NCI yeast anticancer drug screen, S. cerevisiae mec2-1 strain | 79,000 compounds, 9% hits | growth inhibition, % at 50 µM | AID 157, 2004;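 note: 0% = growth of vehicle-only cultures of the same strain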
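Compounds were applied to mec2-1 yeast cells. Their growth was then compared with that of vehicle-treated cultures to give growth inhibition.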
mlh1 rad18 – NCI yeast anticancer drug screen, S. cerevisiae mlh1 rad18 strain. growth inhibition, % at 50 µM. AID 175, 2004. 79,000 compounds, 11% hits;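 note: 0% = growth of vehicle-only cultures of the same strain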
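Vehicle-treated cultures served as the reference for growth inhibition in a yeast strain carrying DNA damage repair alterations exposed to each compound.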
yeast sgs1 mgt1 – NCI yeast anticancer drug screen, S. cerevisiae sgs1 mgt1 strain | 78,000 compounds, 10% hits | growth inhibition, % at 50 µM;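 note: 0% = growth of vehicle-only cultures of the same strain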
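Yeast cells carrying a defined DNA-repair defect were exposed to test compounds. Growth inhibition was measured relative to vehicle-treated controls.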
yeast rad50 – NCI yeast anticancer drug screen, S. cerevisiae rad50 strain; % growth inhibition at 50 µM; 79,000 compounds, 10% hits;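 note: 0% = growth of vehicle-only cultures of the same strain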
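DNA repair mutant yeast, compound exposure, growth read-out; inhibition is taken relative to vehicle.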
bub3 – NCI yeast anticancer drug screen, S. cerevisiae bub3 mutant strain; growth inhibition, % at 50 µM; 78,000 compounds, 9.9% hits;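 note: 0% = growth of vehicle-only cultures of the same strain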
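Readout: yeast growth inhibition, expressed relative to vehicle-only wells. The test organism is a mutant strain from a panel with lesions in DNA repair or checkpoint genes.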
Active calls of the source: *; / = no result given; & = joins results of further samples. Cut-off read from the data, not from the text of the source: active = growth inhibition above about 70%; inactive = the rest.

1) CCCCCN(C=O)c1ccccc1
2) Cc1nc(Cl)nc2c1C(=O)Nc1ccccc1N2
3) CCOC(=O)C1(C(C)C)OC2(O)C3CCCN3C(=O)C(C(C)C)N2C1=O (stereo not given)
4) Cn1c2ccccc2c2c3ccc[n+](C)c3ccc21
5) C=CCC1(Sc2ccccn2)Sc2ccc3ccccc3c2-c2c(ccc3ccccc23)S1
6) C/[N+]([O-])=C/c1ncc([N+](=O)[O-])n1CCO

screen / no. | 1 | 2 | 3 | 4 | 5 | 6
cln2 rad14 | -14 | 3 | 20 | -58 | -3 | 25
mec2-1 | -14 | 14 | 10 | -3 | 6 | 6
mlh1 rad18 | -2 | 16 | 17 | 2 | -12 | 26
yeast sgs1 mgt1 | -20 | 0 | -3 | 9 | 2 | 8
yeast rad50 | -4 | 27 | 8 | 8 | -18 | 4
bub3 | -7 | 28 | 9 | 0 | -24 | -4

7) CCc1cccc(C(C)(C)C)c1NC(=S)NC=C(C#N)C#N
8) Cc1nc2ccccc2c(=O)n1NC(=O)c1ccccn1
9) CCOC(=O)CNC(=O)C(CC(C)C)NC(=O)C1CCCN1C(=O)OCc1ccccc1 (stereo not given)
10) CC(N)C(=O)OCN1C(=O)C2C3C=CC(C2C1=O)C1C2C(=O)N(COC(=O)C(C)N)C(=O)C2C31 (stereo not given)
11) O=C(OCCN(CCOC(=O)c1ccccc1)C(=O)N(CCOC(=O)c1ccccc1)CCOC(=O)c1ccccc1)c1ccccc1
12) CC(C)C1(Cl)CCC2C3(C)CCCC(C)(C(=O)O)C3CC(Cl)C2(Cl)C1Cl (stereo not given)

screen / no. | 7 | 8 | 9 | 10 | 11 | 12
cln2 rad14 | 27 | -1 | -12 | 31 | 10 | 96*
mec2-1 | -12 | -10 | -46 | 18 | 13 | 75*
mlh1 rad18 | 46 | -8 | -22 | 0 | 61 | 87*
yeast sgs1 mgt1 | 37 | -12 | -18 | 17 | 45 | 70*
yeast rad50 | 28 | -7 | -35 | -6 | 25 | 81*
bub3 | 18 | -6 | -28 | 10 | 15 | 72*

13) N#Cc1cc([N+](=O)[O-])ccc1NC(=O)C(=O)Nc1n[nH]c(N)n1
14) O=C(O)CNC(=O)C(Br)Cc1ccccc1 (stereo not given)
15) N#CC1=C(c2ccccc2)NNC(c2ccc(Cl)cc2)CC1=O (stereo not given)
16) COC(=O)[C@]1(C)CCC[C@]2(C)c3cc(Br)c(C(C)C)cc3CC[C@H]12
17) CCCCOC(=O)C(C)O (stereo not given)
18) NNC(=O)C(=O)O

screen / no. | 13 | 14 | 15 | 16 | 17 | 18
cln2 rad14 | 9 | / | 7 | -44 | 19 | -15
mec2-1 | 10 | -10 | -1 | -9 | 16 | -3
mlh1 rad18 | 22 | 8 | 36 | -2 | 25 | 15
yeast sgs1 mgt1 | 2 | / | 2 | -6 | 22 | 20
yeast rad50 | 13 | 10 | -18 | -19 | 41 | 14
bub3 | 22 | / | -23 | -5 | 0 | 15

19) CCOC(=O)c1cn2ccccc2c1C(=O)OCC
20) Cn1c(-c2ccccc2)c/c(=N\NS(C)(=O)=O)c2cc(S(=O)(=O)O)ccc21
21) CC(C#N)OCCO (stereo not given)
22) O=C(c1ccc(Cl)cc1)c1ccc([N+](=O)[O-])cc1
23) COC(=O)CN1CCN(c2cccc3c2CCCC3)CC1
24) O=C(O)C1CC1Oc1ccccc1 (stereo not given)

screen / no. | 19 | 20 | 21 | 22 | 23 | 24
cln2 rad14 | -23 | -3 | -2 | -2 | 3 | -8&-12
mec2-1 | -3 | -28 | -2 | -16 | -1 | 7&18
mlh1 rad18 | -15 | 10 | 5 | 8 | 5 | 1&14
yeast sgs1 mgt1 | -7 | 0 | 8 | 5 | 4 | -2&17
yeast rad50 | 4 | -7 | 9 | 5 | -8 | 3&16
bub3 | -4 | 11 | -7 | 74* | 12 | -4&1

25) N=C1N=Nc2nc(C(C(=O)c3cccc(O)c3)c3nc4n(c3O)C(=N)N=N4)c(O)n21 (stereo not given)
26) Cc1cccc2c1C(=O)OC2(c1cccc2ccccc12)c1cccc2ccccc12
27) NC(=S)N/N=C/c1ccc(OC(=O)COc2ccccc2Cl)cn1
28) CC(=O)Oc1cccc2cc3cc(C)cc(OC(C)=O)c3c(OC(C)=O)c12
29) CC(C)/C=N\n1c(N)c(C#N)c(C#N)c1C(C)C
30) N#CC(=N)c1ncn(-c2ccccc2N)c1N

screen / no. | 25 | 26 | 27 | 28 | 29 | 30
cln2 rad14 | 10 | -16 | 9 | -3 | 6 | -10
mec2-1 | 24 | 4 | -3 | 4 | -5 | -31
mlh1 rad18 | 29 | 2 | 13 | 15 | -34 | -42
yeast sgs1 mgt1 | -9 | 4 | 25 | 3 | -37 | 2
yeast rad50 | 19 | -16 | 9 | -7 | -5 | -38
bub3 | -3 | 0 | 6 | 6 | -53 | 5

31) C1CCN(CCC2CCCCN2)CC1 (stereo not given)
32) O=C(O)CCC(NC(=O)/C(=C/c1ccccc1)NC(=O)c1ccccc1)C(=O)O (stereo not given)
33) CCCCN1C=C(C)N(CCCC)CC1
34) CC(=O)C(CC(C)C)C(C)=O
35) O=S1(=O)OCCCOS(=O)(=O)C1Br
36) COC(=O)C(C(=O)C(=O)Nc1c(C)cccc1C(C)(C)C)c1nc2ccc(Cl)cc2[nH]c1=O (stereo not given)

screen / no. | 31 | 32 | 33 | 34 | 35 | 36
cln2 rad14 | -33 | 9 | -1 | -6 | 16 | 17
mec2-1 | -32 | 7 | 3 | -8 | -4 | -27
mlh1 rad18 | -28 | -10 | 0 | -14 | 17 | 13
yeast sgs1 mgt1 | -42 | 31 | 2 | -10 | -25 | -2
yeast rad50 | -23 | 5 | 8 | -23 | -9 | -8
bub3 | -38 | 18 | 7 | -15 | -5 | -4

37) CC(C)(CN1CCCCC1)C(=O)/C=C/c1ccc(Br)cc1
38) O=C1NC(=O)C2(CCC2)N1
39) CCC(=O)Nc1cccc(OC(=O)NC2CCCCC2)c1
40) O=S(=O)(O)SCCNCCCCc1ccccc1
41) CC(C)c1ccc(C(C)C)c(O)c1O
42) CC(C)C1=C(Cc2ccccc2)C(=O)O/C1=C\c1ccc(O)c(Cl)c1

screen / no. | 37 | 38 | 39 | 40 | 41 | 42
cln2 rad14 | 41 | 2 | 1 | -5 | 53 | 21
mec2-1 | 23 | 2 | 13 | -3 | 87* | -23
mlh1 rad18 | 56 | -12 | 11 | -23 | 70 | -20
yeast sgs1 mgt1 | 60 | 1 | 16 | 2 | 88* | 28
yeast rad50 | 67 | -3 | 1 | -11 | 82* | 3
bub3 | 48 | 6 | 20 | -6 | 87* | 6

43) Cc1ccc(S(=O)(=O)OCCCCl)cc1
44) CCCCCN(CCCCC)CC(C)(C)C(O)c1ccc(OC)c2ccccc12 (stereo not given)
45) COc1cc([N+](=O)[O-])c(C(=O)O)c(C(=O)O)c1OC
46) CC(=O)NNC(=S)N/C=C(\C#N)C(=O)c1ccc2ccccc2c1
47) C=C(CBr)CCCOCc1ccccc1
48) S=C(NCc1cccc2ccccc12)Nc1ccccc1

screen / no. | 43 | 44 | 45 | 46 | 47 | 48
cln2 rad14 | 18 | 87* | -2 | -1 | 2 | -28
mec2-1 | -1 | 48 | -6 | -22 | -7 | 8
mlh1 rad18 | 25 | 77* | 1 | -53 | -8 | 21
yeast sgs1 mgt1 | -8 | 52 | 4 | -13 | -7 | 39
yeast rad50 | -15 | 52 | 10 | -59 | 11 | -9
bub3 | 0 | 33 | 2 | -26 | -5 | 9

In a second layout: results already given.
# | Compound | cln2 rad14 | mec2-1 | mlh1 rad18 | yeast sgs1 mgt1 | yeast rad50 | bub3
40 | O=S(=O)(O)SCCNCCCCc1ccccc1 | -5 | -3 | -23 | 2 | -11 | -6
41 | CC(C)c1ccc(C(C)C)c(O)c1O | 53 | 87* | 70 | 88* | 82* | 87*
42 | CC(C)C1=C(Cc2ccccc2)C(=O)O/C1=C\c1ccc(O)c(Cl)c1 | 21 | -23 | -20 | 28 | 3 | 6
43 | Cc1ccc(S(=O)(=O)OCCCCl)cc1 | 18 | -1 | 25 | -8 | -15 | 0
44 | CCCCCN(CCCCC)CC(C)(C)C(O)c1ccc(OC)c2ccccc12 (stereo not given) | 87* | 48 | 77* | 52 | 52 | 33
45 | COc1cc([N+](=O)[O-])c(C(=O)O)c(C(=O)O)c1OC | -2 | -6 | 1 | 4 | 10 | 2
46 | CC(=O)NNC(=S)N/C=C(\C#N)C(=O)c1ccc2ccccc2c1 | -1 | -22 | -53 | -13 | -59 | -26
47 | C=C(CBr)CCCOCc1ccccc1 | 2 | -7 | -8 | -7 | 11 | -5
48 | S=C(NCc1cccc2ccccc12)Nc1ccccc1 | -28 | 8 | 21 | 39 | -9 | 9

(further entries)
49) c1ccc(C(C2=Nc3cccc4cccc(c34)N2)c2ccccc2)cc1
50) CN1C(=O)C(C)(C)C2(SC(C)(C)C2(C)C)N(C)C1=S (stereo not given)
51) CC/C=C/c1cc2cc[nH]c2c2c1C(C)C[C@@H]2C (stereo not given in full)
52) COc1cc(C2C(Cl)C(=O)N2NC(=O)c2ccc(NC(C)=O)cc2)cc(OC)c1OC (stereo not given)
53) NC1=NC(=O)/C(=C/c2ccccc2[N+](=O)[O-])C(N)=N1
54) O=C(OCCCCNC1CCCCC1)c1ccc([N+](=O)[O-])cc1

screen / no. | 49 | 50 | 51 | 52 | 53 | 54
cln2 rad14 | 11 | 30 | 11 | 19 | 5 | -7
mec2-1 | -18 | -10 | -5 | -10 | 0 | 3
mlh1 rad18 | -23 | 50 | 20 | 12 | 24 | 5
yeast sgs1 mgt1 | -51 | 23 | 25 | 8 | 11 | -7
yeast rad50 | -37 | 33 | 15 | -9 | -27 | 10
bub3 | -10 | 15 | 18 | -9 | -6 | -14

55) N#CC1CC=CCN1CCc1ccccc1 (stereo not given)
56) O=C1C2=C(Nc3cc([N+](=O)[O-])ccc3N2)OC1c1ccc(Cl)cc1Cl (stereo not given)
57) N#Cc1ccccc1NC(=O)C(=O)C(C(=O)c1ccccc1-c1ccccc1)C1OC(=O)c2ccccc21 (stereo not given)
58) Cc1nc2ccccc2c(=O)n1-c1ccc(-c2nnc(Sc3nnc(-c4ccc(-n5c(C)nc6ccccc6c5=O)cc4)n3-c3ccccc3)n2-c2ccccc2)cc1
59) CC(O)(c1ccccc1)C(C)(C(=O)O)c1ccccc1 (stereo not given)
60) CCCNCCCC(C)Nc1cc(OC)cc2cccnc12 (stereo not given)

screen / no. | 55 | 56 | 57 | 58 | 59 | 60
cln2 rad14 | 42 | 11 | -43 | -18 | -14 | 68
mec2-1 | -6 | 23 | 5 | -3 | 33 | 53
mlh1 rad18 | 8 | 13 | 1 | 30 | 12 | 42
yeast sgs1 mgt1 | -5 | 5 | 12 | 8 | 24 | 62
yeast rad50 | -10 | -2 | 24 | 17 | 24 | 46
bub3 | 21 | -7 | 2 | 11 | 27 | 37

61) O=c1[nH]ncc2ccccc12
62) COc1ccccc1NC(=O)C1=C(C)NC(C)=C(C(=O)Nc2ccccc2OC)C1c1ccc(OC)c(OC)c1
63) O=S(=O)(c1ccc(NC(=S)NCc2ccco2)cc1)N1CCCCC1
64) Cc1ccc2ccc3cccc4ccc1c2c34
65) O=C(Cl)c1ccc2c(c1)C(=O)OC2=O
66) C(=NCc1ccccc1)c1ccccc1-c1ccccc1C=NCc1ccccc1

screen / no. | 61 | 62 | 63 | 64 | 65 | 66
cln2 rad14 | -54 | -39 | 38 | 14 | 5 | 92*
mec2-1 | -16 | 27 | 6 | 5 | -9 | 99*
mlh1 rad18 | -2 | 24 | 26 | 70* | -10 | 98*
yeast sgs1 mgt1 | -4 | 50 | 42 | 11 | -11 | 99*
yeast rad50 | -3 | 56 | 46 | 26 | 22 | 98*
bub3 | -5 | -4 | 29 | 62 | 10 | 97*

67) Nc1ccc(Cl)cc1[N+](=O)[O-]
68) CCCCc1c2c(nc3c1CCc1cc4cc5c(nc4nc1-3)-c1nc3c(c(CCCC)c1CC5)CCCC3=O)C(=O)CCC2
69) Cc1cc(NS(=O)(=O)c2ccc(NC(NC(=O)C(C(F)(F)F)C(F)(F)F)(C(F)(F)F)C(F)(F)F)cc2)no1
70) COC(=O)c1cc2/c(=N/O)c3ccccc3sc2o1
71) O=C(O)Cn1c(=O)ccc2ccccc21
72) O=[N+]([O-])c1ccc(N=C/C=C\Nc2ccc([N+](=O)[O-])cc2)cc1
73) CCCCN(CCCC)CC(O)c1ccc(CCc2ccccc2)cc1 (stereo not given)

screen / no. | 67 | 68 | 69 | 70 | 71 | 72 | 73
cln2 rad14 | 25 | 96* | -8 | 1 | -38 | -13 | 99*
mec2-1 | -4 | 97* | -18 | -23 | -3 | 15 | 99*
mlh1 rad18 | 16 | 97* | 1 | -29 | 5 | 15 | 99*
yeast sgs1 mgt1 | 12 | 98* | -25 | -2 | -9 | 11 | 100*
yeast rad50 | 5 | 98* | 1 | 0 | 4 | 7 | 99*
bub3 | -4 | 97* | 11 | -16 | -8 | 7 | 76*
